Screening results: PubChem, The Scripps Research Institute Molecular Screening Center
GBA activity up = glucocerebrosidase activity enhancement. activation, % at 10 µM. hit rate 0.44% among 30,000. P04062. L444P Gaucher fibroblasts, 4-MU-glucoside fluorescence, 3 days; in the data active = activation above about 65%;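 also: 0% = vehicle wells and 100% = positive control wells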
Target sequence (P04062 whole entry L483P): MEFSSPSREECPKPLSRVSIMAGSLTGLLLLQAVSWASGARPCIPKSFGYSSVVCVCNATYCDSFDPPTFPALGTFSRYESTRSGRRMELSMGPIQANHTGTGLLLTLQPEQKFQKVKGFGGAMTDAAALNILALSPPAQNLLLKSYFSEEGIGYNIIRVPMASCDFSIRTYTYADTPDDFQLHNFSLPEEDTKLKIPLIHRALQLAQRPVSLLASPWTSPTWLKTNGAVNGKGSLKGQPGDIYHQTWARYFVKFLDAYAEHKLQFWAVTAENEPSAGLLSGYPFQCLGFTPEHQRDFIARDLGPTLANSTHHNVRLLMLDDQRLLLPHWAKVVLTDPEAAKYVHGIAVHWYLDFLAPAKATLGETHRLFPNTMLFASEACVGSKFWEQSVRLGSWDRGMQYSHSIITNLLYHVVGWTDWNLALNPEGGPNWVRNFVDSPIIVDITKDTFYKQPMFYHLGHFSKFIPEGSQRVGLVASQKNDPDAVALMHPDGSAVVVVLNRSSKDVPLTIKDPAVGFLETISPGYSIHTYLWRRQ
An asterisk follows results filed as active. Not all compounds are listed; the hit share may differ from the screen's.

molecule | GBA activity up
COc1ccc(OC)c(NC(=O)CC(Cc2ccccc2OC)C(=O)O)c1 (stereo unspecified) | -20
CCOc1ccc(C2/C(=C(\O)c3c(C)[nH]c(C(=O)OC)c3C)C(=O)C(=O)N2CCN(C)C)cc1 (stereo unspecified) | -29
Cc1cc(N2C(=O)C(=O)/C(=C(/O)c3ccc(F)cc3)C2c2ccc(Cl)cc2)no1 (stereo unspecified) | -12
Cc1nnc(NC(=O)c2ccc(-c3cccc(C(F)(F)F)c3)o2)s1 | -42
Cc1ccc2nsnc2c1S(=O)(=O)N1CCN(CCc2ccccc2)CC1 | -33
C=C(C)c1cccc(C(C)(C)NC(=O)Nn2cnnc2)c1 | -8
O=C(COC(=O)C1CCCCC1C(=O)N1CCc2ccccc21)NCc1ccco1 (stereo unspecified) | 6
Cc1[nH]nc(N=Cc2c(O)n(C)c(=O)n(C)c2=O)c1-c1ccccc1 | 4
COC(=O)c1c(C)cc(C)n2c1nc1ccccc12 | -16
O=C1C=C(NCC2CCCO2)C2(CCCCC2)O1 (stereo unspecified) | 5
CSc1ccc(S(=O)(=O)Nc2cccc(F)c2)cc1 | -21
CN(Cc1nc(-c2ccncc2)no1)S(=O)(=O)c1ccccc1 | 4
COc1ccc(C)cc1NC(=O)CNC(=O)Cn1ccc2ccccc2c1=O | -13
COc1cccc(C2N(c3ccc(Cl)c(Cl)c3)C(=O)C3CCCN32)c1OC (stereo unspecified) | -2
CC(=O)Nc1ccc(S(=O)(=O)NCc2ccc(C(=O)NCc3ccc4c(c3)OCO4)cc2)cc1 | 35
CCOC(=O)c1nnn(-c2nonc2N)c1-c1ccc(OCC)cc1 | 8
CC(=O)Nc1cccc(-c2nc3ccc(NC(C)=O)cc3[nH]2)c1 | -10
CCOCCCNC(=O)CCS(=O)(=O)Cc1ccc(C)cc1 | -45
COc1ccc(OCCCN2CCCC(C)C2)cc1 (stereo unspecified) | -22
CCOC(=O)N1CCN(Cc2ccccc2Cl)CC1 | -2
COc1ccc2[nH]c(C(=O)O)c(CCNC(C)=O)c2c1 | -7
COc1cc2c3c(c1)C1(C(=O)N3C(C)(C)C=C2C)C(C#N)=C(N)Oc2cc(O)ccc21 (stereo unspecified) | -37
O=C(COc1ccc2c3c(c(=O)oc2c1)CCC3)NC1CCCCC1 | 10
COC(=O)c1ccc(CSc2nccn2C)cc1 | -20
Cc1cccc(NC(=O)c2cnc3sccn3c2=O)c1 | 10

Pulled one by one from above, 2 records:
molecule | GBA activity up
Cc1cccc(NC(=O)c2cnc3sccn3c2=O)c1 | 10
CN(Cc1nc(-c2ccncc2)no1)S(=O)(=O)c1ccccc1 | 4

Entries listed so far that have sulfur:
molecule | GBA activity up
Cc1nnc(NC(=O)c2ccc(-c3cccc(C(F)(F)F)c3)o2)s1 | -42
Cc1ccc2nsnc2c1S(=O)(=O)N1CCN(CCc2ccccc2)CC1 | -33
CSc1ccc(S(=O)(=O)Nc2cccc(F)c2)cc1 | -21
CN(Cc1nc(-c2ccncc2)no1)S(=O)(=O)c1ccccc1 | 4
CC(=O)Nc1ccc(S(=O)(=O)NCc2ccc(C(=O)NCc3ccc4c(c3)OCO4)cc2)cc1 | 35
CCOCCCNC(=O)CCS(=O)(=O)Cc1ccc(C)cc1 | -45
COC(=O)c1ccc(CSc2nccn2C)cc1 | -20
Cc1cccc(NC(=O)c2cnc3sccn3c2=O)c1 | 10

More entries follow.
molecule | GBA activity up
CCN(CC)C(=O)C1CCCN(C(=O)Nc2ccc3nsnc3c2)C1 (stereo unspecified) | -7
Cc1cc(NC(=O)CSc2ccc(Cl)cc2)no1 | 41
CC(C)CNc1cc(=O)n(C)c(=O)n1C | 3
O=c1[nH]c2ccccc2c(=O)n1Cc1ccco1 | -8
COc1ccc(S(=O)(=O)Nc2ccccc2C(=O)NCc2ccco2)cc1Br | 12
COc1ccc(Cn2c(CCC(=O)N3CCN(c4ccccn4)CC3)nc3ncccc3c2=O)cc1 | -8
Cc1noc(C)c1S(=O)(=O)Nc1ccc(C(=O)NC2CCCCCC2)cc1 | 10
O=C(O)CSc1nnc(Cn2nnc3ccccc32)n1CCc1ccccc1 | -2
CCOc1ccccc1C(=O)Nn1c(C2CCC2)nc2ccccc2c1=O | -16
Cc1ccccc1C(=O)Nc1ccccc1 | 11
COc1ccc(Cl)c(NCCC(=O)O)c1 | -4
O=C(c1ccccc1)c1ccc2nc[nH]c2c1 | -7
Cc1ccc2c(c1)C(C)(C)[C@]1(C)NC(=O)CCN21 | -20
O=C1c2ccccc2NC(c2ccc(F)cc2)N1Cc1ccco1 (stereo unspecified) | -16
COCCN(C(=O)Cn1nnc2ccccc21)C(C(=O)NC1CCCC1)c1cccc(OC)c1OC (stereo unspecified) | 16
COc1ccc(-n2nc(C(=O)Nc3ccc4c(c3)OCO4)c3c4ccccc4n(C)c3c2=O)cc1 | 9
COC(=O)CS(=O)(=O)c1cc(Br)cc2c1N(C(C)=O)CC2 | 29
Cc1cccn2cc(CCNS(=O)(=O)c3ccc4c(c3)OCCO4)nc12 | -14
CCOC(=O)c1[nH]c(C)c(C(=O)OCC(=O)N2CCCCC2C)c1C (stereo unspecified) | -16
N=c1c[n+](N2CCOCC2)[n-]o1 | -26
O=C(COC(=O)c1ccco1)Nc1ccc2c(c1)OCCO2 | 7
COc1cccc(NC(=O)CSc2nncn2N)c1 | 3
O=C(Nc1ccc(N2CCN(C(=O)c3ccc(Cl)cc3)CC2)cc1)c1ccc(Br)o1 | 5
O=C(COc1ccc(Cl)cc1)OCC(=O)N1CCCC1 | 3
Cc1cnc(-c2nnc(N(C)C(=O)c3cccnc3)s2)cn1 | -5
CCOC(=O)c1c(N)n[nH]c1-c1ccc(OC)cc1 | -40
CC1=C(C(=O)N(C)C)C(c2cccc(Cl)c2)NC(=O)N1 (stereo unspecified) | 4
c1ccc(-n2c(Sc3cnccn3)nnc2-c2cccs2)cc1 | -19
CCOC(=O)CSc1nnc(CSc2nc3ccccc3s2)n1C | -9
O=C1CSc2ccc(C(=O)N3CCN(c4ccccn4)CC3)cc2N1 | -23
COC(=O)c1ccc(NC(=O)CN2C(=O)CCC2=O)cc1 | -16
CCOC(=O)N1CCC(NS(=O)(=O)c2cc3c(cc2Cl)NC(=O)CO3)CC1 | 6
CCCCN(CCCC)S(=O)(=O)c1ccc(C(=O)Nc2nnc(CSC)o2)cc1 | 10
COc1ccc2nc(NC(=O)CSc3nc4cccnc4n3C)sc2c1 | -22
CCOC(=O)NC(C(F)(F)F)(C(F)(F)F)P(=O)(c1ccccc1)c1ccccc1 | -14
COc1ccc(C(=O)Oc2c(CN3CCOCC3)cc(Cl)c3cccnc23)cc1 | 25
Cc1ccc(O)c(-c2cc(C(F)(F)C(F)F)[nH]n2)c1 | -73
COc1ccc(S(=O)(=O)N(C)CC(=O)Nc2ccc3c(c2)OCCO3)cc1OC | -5
CCc1ccc(OCC(O)CN2CCN(c3ccccc3)CC2)cc1 (stereo unspecified) | -3
CC(C)(C)C(=O)Nc1ncc(C(F)(F)F)cc1Cl | -15
COC(=O)CN1C(=O)C(C)(C)Oc2ccc(C(=O)NC3CC3)cc21 | -46
Cc1nn(C(C)C(=O)NCC2CCCO2)c(=O)c2cc3occc3n12 (stereo unspecified) | -6
O=C(CSc1nnc(C2CCCCC2)n1Cc1ccccc1)NCc1ccco1 | -25
c1csc(-n2nc3ccccc3n2)c1 | 45
Cn1c(=O)oc2cc(S(=O)(=O)NCCC(=O)NCCc3ccccc3)ccc21 | -24
C=C(C)CSC1=C(C#N)C(c2ccccc2Cl)CC(=O)N1 (stereo unspecified) | -24
Cc1cc(C)n(-c2ccc(C(=O)OCc3nnc(-c4ccccc4)o3)cc2)n1 | -1
COC(=O)c1cc2ccc(OC)c(OC)c2c(=O)s1 | -17
Cc1nnc(-n2cnc3ccccc32)c2ccccc12 | 2
NC(=O)NC(=O)CSc1cccc(C(F)(F)F)c1 | -21

Continuation.
molecule | GBA activity up
CCCCC(=O)Nc1ccc(NC(=O)c2ccc3c(c2)OCO3)cc1OC | -22
Nc1nc(CSc2ncn(-c3ccccc3)n2)cs1 | -5
O=C(NCC1CCCO1)C1CCN(C(=O)c2ccc(Cl)cc2)CC1 (stereo unspecified) | -20
CNC(=O)C1C2C=CC3(O2)C1C(=O)N(CCOC)C3C(=O)NCc1ccc(OC)cc1 (stereo unspecified) | -66
Cc1cc(Br)ccc1NC(=O)CNC(=O)CSc1n[nH]c(N)n1 | -12
CCC(=O)N1CCc2cc(Br)cc(S(=O)(=O)C3(C(=O)OC)CC3)c21 | -19
CC1CN(CC(O)COc2ccc(C(C)C)cc2)CC(C)O1 (stereo unspecified) | -32
CC(Oc1ccc(Cl)cc1Cl)C(=O)NCCCN(C)C (stereo unspecified) | -31
O=c1[nH]c(CN2CCc3ccccc3C2)nc2ccccc12 | -4
CCOC(=O)c1c(C)n(C)c2cc(Br)c(C(=O)OC)cc12 | -11
O=C(Nc1cccc(-c2nnc(-c3ccccc3)o2)c1)C1CCCCC1 | 2
Cc1cccc(-c2c3c(=O)n(C)c(=O)n(C)c3cn2C(C)(C)C)c1 | -42
COc1cc(C(=O)Nc2ccccc2N2CCN(S(C)(=O)=O)CC2)cc(OC)c1OC | -11
CC(=O)Nc1ccc(C(=O)Nc2ccc3c(c2)OCO3)cc1 | 7
CC(C)Cn1c2c(c(O)c(C(=O)Nc3ncccc3O)c1=O)CCCC2 | -10
O=C(Nc1ccc2c(c1)OCO2)c1ccc(COc2ccc3c(c2)CCC3)o1 | -23
O=C(c1cc(-c2ccco2)on1)N1CCOCC1 | -8
Oc1ccc(-c2[nH]ncc2-c2cccc3cccnc23)c(O)c1 | -2
CCn1c(SCC(N)=O)nc2ccccc2c1=O | -10
COC(=O)c1sccc1NC(=O)c1ccc(OC)cc1 | 3
CCOc1cc(C(=O)NC(C)c2ccncc2)cc(OCC)c1OCC (stereo unspecified) | -22
O=C(COc1ccccc1)N1CCN(C(=O)c2cccs2)CC1 | -3
O=C(c1ccc(F)cc1)N1CCN(c2ncccn2)CC1 | -4
Nc1nnc(-c2cccc(Cl)c2Cl)c(N)n1 | -23
COC(=O)c1ccccc1NC(=O)CN(Cc1ccccc1)S(C)(=O)=O | 1
CCOC(=O)c1cnc(SCc2ccc(C)cc2)nc1N | 6
CN1CCn2c1nc(N1CCCCC1)nc2=O | -42
Cc1cccc(N(CC(=O)NC2CCCCC2)C(=O)c2c(C)noc2C)c1 | -4
O=C(c1ccccc1OCc1ccccc1Br)N1CCN(c2ncccn2)CC1 | -9
O=C(COC(=O)c1cncc(Br)c1)NCc1ccco1 | 14
COc1ccc(NS(=O)(=O)c2ccc(Br)s2)cc1OC | 11
COc1ccc(C2CC(C(F)(F)F)n3nc(C(=O)NCCCn4ccnc4)cc3N2)cc1OC (stereo unspecified) | -19
Cc1ccc(S(=O)(=O)Nc2ccccc2C(N)=O)cc1 | 10
COc1ccc(Cc2nnc(SCc3nc4ccccc4c(=O)[nH]3)o2)cc1 | -63
CS(=O)(=O)N(Cc1nnc(-c2cccs2)o1)c1ccc(Cl)cc1F | -9
COc1ccc(N(CC(=O)N2c3ccccc3CC2C)S(=O)(=O)c2c(C)noc2C)cc1 (stereo unspecified) | -22
CCOC(=O)c1cc(C)sc1NC(=O)C1CCC1 | -43
O=C(CCS(=O)(=O)c1ccc(Br)cc1)N1CCN(c2ccccc2)CC1 | -42
CC(C)(C)c1nnc2sc(SC/C(O)=C(\C#N)c3nc4ccccc4[nH]3)nn2c1=O | -6
COc1cc(S(=O)(=O)Nc2ccccc2C)ccc1Cl | -8
COc1cc(-c2noc(-c3cccc(Cl)c3)n2)cc(OC)c1OC | -6
O=C(c1cccs1)N(Cc1ccccn1)Cc1ccco1 | -17
N#CC1=C(N)Oc2n[nH]c(-c3ccncc3)c2C1c1ccsc1 (stereo unspecified) | -22
CCCCOP(=O)(c1ccc(N(C)C)cc1)C(O)c1ccncc1 (stereo unspecified) | 4
COC(=O)c1cn(CCOc2ccccc2)c2ccccc12 | -53
Cc1cc(NC(=O)c2noc3c2CCCC3)no1 | 8
CN(C)c1ccc(NC(=O)CSc2nc3c(c(=O)[nH]2)CCCC3)cc1 | -30
COCc1c(C(=O)OCC(=O)c2c(N)n(CC(C)C)c(=O)n(C)c2=O)oc2ccccc12 | -10
Cc1nc2cc(NC(=O)Nc3nccs3)ccc2n1C | -3
CC(=O)c1ccc(N2CCN(C(=O)c3ccc(NC(=O)C4CCCO4)cc3)CC2)cc1 (stereo unspecified) | 0

(listing goes on)
molecule | GBA activity up
COc1cccc(NC(=O)N2CCC(C(N)=O)(N3CCCCC3)CC2)c1 | -2
CCOc1ccccc1OCCCC(=O)Nc1ccc(OC)nc1 | -9
CC(C)OC(=O)CSc1nnc(-c2ccc(Cl)cc2)n1N | -60
COC(=O)CC1SC(=O)NC1=Nc1ccc(C)cc1 (stereo unspecified) | 4
CC1=C(C#N)C(c2cccnc2)C2=C(CC(C)(C)CC2=O)N1 (stereo unspecified) | 2
NC(=O)c1sc2nccc(Nc3ccccc3)c2c1N | -3
CC[C@H](C)C(=O)O[C@H]1C[C@@H](C)C=C2C=C[C@H](C)[C@H](CC[C@@H]3C[C@@H](O)CC(=O)O3)[C@H]21 | -52
Cc1cc(C)c(OCC(=O)Nc2cccc(O)c2)cc1C | -7
c1ccc(CC2CCN(c3nnnn3-c3ccccc3)CC2)cc1 | -6
CC1N/C(=C\C(=O)c2ccccc2)N(O)C1(C)C (stereo unspecified) | -36
COc1cccc2cc(C(=O)N3CCc4ccccc43)c(=O)oc12 | 7
Cc1ccc(NC(=O)COS(=O)c2ccc(C)cc2)cc1 (stereo unspecified) | -15
